TAG inh: inhibitors of triacylglycerol accumulation. H9c2 cells, Nile Red lipid (TAG) fluorescence; cells loaded with 200 µM oleic acid. 0.66% of 230,000 active. inhibition, % at 12.5 µM;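 active = pattern-corrected inhibition of lipid staining of at least 50% with the nuclear-stain viability signal not falling by more than 50%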;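 also: 0% = DMSO wells and 100% = triacsin C control wells; some results filed as inactive read as strong as hits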
TAG inh DAPI viability: further read-out of TAG inh, marked with its call; DAPI nuclei signal change (viability), lower = more cytotoxic, %;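 whole-well DAPI fluorescence read on a plate reader as a viability signal; minus 50 percent equals half of cells still viable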
Active calls of the source: *; i = inactive. This is a subset; the hit share may differ from the screen's.

Structure,TAG inh,TAG inh DAPI viability
N#Cc1ccc(NCC(=O)Nc2ccc(S(=O)(=O)N3CCCCC3)cc2)cc1,-50,2
COc1ccc(N(CC(=O)NCCSCc2ccccc2C)S(=O)(=O)c2ccccc2)cc1,14,1
O=S(=O)(Nc1cccc(CCc2ccccn2)c1)c1ccc2ccccc2c1,-17,7
CC1=C(C(=O)Nc2ccccc2)C(c2ccc(Cl)cc2)n2c(s/c(=C/c3cccc(OCC(=O)O)c3)c2=O)=N1 (stereo not given),11,-12
COc1ccccc1CN1CCNC(=O)C1CC(=O)NC1Cc2ccccc2C1 (stereo not given),-14,1
CC(C)(C)c1ccc(C(CC(=O)O)NC(=O)CCCc2ccccc2)cc1 (stereo not given),-6,-6
CC(C)OC(=O)CSc1n[nH]c(-c2cccnc2)n1,4,-9
Cc1ccc(-n2nnnc2SCC(=O)c2c(N)n(C3CC3)c(=O)[nH]c2=O)cc1C,6,5
COc1ccc(NCC(=O)N/N=C/C(C)c2ccccc2)cc1 (stereo not given),-1,3
Cc1cccc(NC(=O)CN2C(=O)N/C(=C/c3ccc(-c4cccc(C(=O)O)c4C)o3)C2=O)c1,0,12
O=C(Cn1cc(C(F)(F)F)ccc1=O)NC(c1ccccc1)c1ccccc1,-4,4
O=C1CC/C=C\C[C@@H](CC(=O)N(CCO)Cc2ccccc2)C(=O)NCCO1,-6,-2
CCc1ccc2nc(N3CCN(C)CC3)c(C#N)cc2c1,-28,28
CC(=O)N1CC(C(=O)Nc2ccc3c(c2)OCO3)Oc2ccccc21 (stereo not given),1,11
COc1ccccc1CNC(=O)CCC(=O)Nc1nnc(C(C)C)s1,11,6
CSc1ncnc2c1ncn2CCCNCc1ccc(C)o1,8,-7
CCOC(=O)N1CCC(NC(=O)c2ccc3c(Cl)c4c(nc3c2)CCCC4)CC1,8,-4
Cc1cc(C(=O)N/N=C/c2cccc(Cl)c2Cl)no1,-11,-4
CC(=O)N1N=C(c2ccc(Cl)cc2)OC1c1ccc(C(C)C)cc1 (stereo not given),-20,9
Cn1cc(CN2CCCCC2c2ccccn2)c(-c2ccc3c(c2)OCCO3)n1 (stereo not given),-9,i
Cc1ccc2nnn(Cc3cccc(C(C)(C)C)c3O)c2c1,-39,5
Cc1cc(CN2CCN(CCC#N)CC2)c(O)c(C2(C)CCCCC2)c1,-6,19
CC(=O)NC1CC2CCCC(C1)N2C(=O)Nc1ccc(Cl)c(C(F)(F)F)c1 (stereo not given),-7,2
COCCCNC(=O)c1ccc(CN2CCc3ccccc3C2)cc1,-20,37
COc1ccccc1N1CCN(S(=O)(=O)CCNC(=O)C2CC2)CC1,-2,5
CCCc1cc(C(=O)NC2CCCCC2)no1,4,-1
CC(OC(=O)c1ccc(NC(N)=O)cc1)C(=O)Nc1ccc2c(c1)OCCO2 (stereo not given),1,3
c1ccc(CN2CCN(c3ncccn3)CC2)cc1,8,-5
COc1cccc(C2C(C(=O)c3ccc(C)o3)=C(O)C(=O)N2CCN2CCOCC2)c1OC (stereo not given),6,-5
CC(=O)c1ccc(OCC(=O)Nc2ccc3c(c2)OCO3)cc1,9,0
COc1c(F)c(F)c(C(=O)O)c(Nc2cc(C)cc(C)c2)c1F,3,-2
Cc1c(Cl)cccc1NC(=S)N(Cc1cccnc1)Cc1ccccc1Cl,-8,4
CCN1C(=O)c2ccc(C(=O)NCc3ccccc3)cc2C1=O,17,-1
O=C(Nc1ccccn1)c1ccc(CN(c2ccccc2)S(=O)(=O)c2ccccc2)cc1,-38,2
CC(=O)C(Cc1cnc(Cl)s1)(Cc1cnc(Cl)s1)C(C)=O,0,3
O=C(CN(CCc1ccccc1)S(=O)(=O)c1ccc(Br)cc1)N/N=C/c1ccccc1C(=O)O,-5,6
CN1C(=O)CCC1(O)c1ccccc1 (stereo not given),-7,6
CC1Cc2ccccc2N1C(=O)CSc1nc2c(c(=O)n(C)c(=O)n2C)n1Cc1ccc(F)cc1 (stereo not given),-12,3
CCOC(=O)C1=C(C)C(c2ccc(OC)cc2OC)NC(=O)N1 (stereo not given),-10,7
COc1cc(/C=N/NC(N)=S)ccc1OC(=O)c1ccc(C)cc1,39,-8
COc1ccccc1[C@H]1C(c2ccccc2)=NN(c2ccccc2)[C@@H]1CO,2,i
CCN(C(=O)COC(=O)c1cc([N+](=O)[O-])ccc1N1CCOCC1)c1ccccc1,-5,-7
O=C(NCc1cccc(F)c1)C1CCN(S(=O)(=O)Cc2ccccc2)CC1,4,-9
CCOC(=O)C1=CN(Cc2cccc(F)c2)S(=O)(=O)NC1c1ccccc1 (stereo not given),6,5
CC12CCC(C(=O)N3CCCCC3)(CC1=O)C2(C)C (stereo not given),5,0
O=C(NC12CC3CC(CC(C3)C1)C2)N1CCN(c2nc(-c3ccccc3)cs2)CC1,16,-11
CCCCn1c2c(cc(C(=O)OC)c1=O)C(=O)CCC2,-4,-7
COc1ccccc1NC(=O)COC(=O)Cc1cccs1,-2,-4
COc1cc(/C=C(\C#N)C(=O)NCc2ccccc2)ccc1OCc1ccc(C(=O)O)cc1,4,3
CCOC(=O)CSc1nc2c(c(=O)n(Cc3ccccc3Cl)c(=O)n2C)n1C,-6,-10

(continued)
Structure,TAG inh,TAG inh DAPI viability
O=C(N/N=C/c1c[nH]c2ccc(Br)cc12)c1ccc2c(c1)OCO2,8,5
COC(=O)c1c(C(C)=O)c(C)n(C)c1C,-12,3
COc1ccc(NC(=O)Cn2c(=O)n(CC3CCCO3)c(=O)c3cc(OC)c(OC)cc32)cc1OC (stereo not given),8,3
Nn1c(Cc2ccccc2)nc2sc3c(c2c1=O)CCC3,10,-4
CCO[C@H]1OC(C(=O)N2CCN(Cc3ccccc3)CC2)=C[C@@H](c2ccc(C(F)(F)F)cc2)[C@@H]1CCCO,9,-7
Cc1cccc(C(=O)OCC(=O)Nc2ccc3c(c2)OCCO3)c1O,-6,-3
O=C(NCc1nc2ccccc2[nH]1)c1cc2ccccc2oc1=O,-12,8
Cc1ccc(CN2C3=NC(=O)CN3c3ccccc32)cc1,-4,9
Cc1ccc(NC(=O)Nc2nnc([C@@H]3C[C@H](O)[C@@H](CO)O3)s2)cc1,14,-6
Cc1ccc(S(=O)(=O)N2CCOCC2)cc1C(=O)OCC(=O)NC1CCCC1,-10,-3

Shown with two lines to a compound: part of the list above.
Values run as follows: TAG inh | TAG inh DAPI viability
COc1ccccc1CN1CCNC(=O)C1CC(=O)NC1Cc2ccccc2C1 (stereo not given)
 : -14 | 1
CC(C)(C)c1ccc(C(CC(=O)O)NC(=O)CCCc2ccccc2)cc1 (stereo not given)
 : -6 | -6
CC(C)OC(=O)CSc1n[nH]c(-c2cccnc2)n1
 : 4 | -9
Cc1ccc(-n2nnnc2SCC(=O)c2c(N)n(C3CC3)c(=O)[nH]c2=O)cc1C
 : 6 | 5
COc1ccc(NCC(=O)N/N=C/C(C)c2ccccc2)cc1 (stereo not given)
 : -1 | 3
Cc1cccc(NC(=O)CN2C(=O)N/C(=C/c3ccc(-c4cccc(C(=O)O)c4C)o3)C2=O)c1
 : 0 | 12

(next part)
Structure,TAG inh,TAG inh DAPI viability
O=C(Nc1ccccc1)Nc1cccc2nsnc12,12,2
O=C(Nc1cccc(Cl)c1)OCCOCCOC(=O)Nc1cccc(Cl)c1,-1,-2
CN(C)C(=O)CCSc1nnc(-c2ccco2)o1,17,-5
COC(=O)c1ccc(C)c(NC(=O)CN2C(=O)c3ccccc3S2(=O)=O)c1,-23,5
Cc1cccc(N2CC(c3nc4ccccc4n3C)CC2=O)c1C (stereo not given),-5,-4
CSC1=Nc2sc3c(c2C2=NCCN12)CC(C)(C)OC3,-10,10
Cc1ccc(-c2cc(-c3ccccc3Cl)c(C#N)c(N)n2)o1,-9,14
Cc1ccc(-c2nc(CS(=O)CC(=O)NCCCN3CC(C)CC(C)C3)c(C)o2)cc1 (stereo not given),8,1
CC(=O)Nc1ccccc1P(=O)(c1ccccc1)c1ccccc1OC(C)=O (stereo not given),18,-14
CCCCn1nc(C(=O)Nc2ccc3c(c2)OCO3)c2ccccc2c1=O,5,-6

Part of the list above, field by field:
Compound: Cc1ccc(-c2nc(CS(=O)CC(=O)NCCCN3CC(C)CC(C)C3)c(C)o2)cc1 (stereo not given)
  TAG inh: 8; TAG inh DAPI viability: 1

Compound: Cc1ccc(-c2cc(-c3ccccc3Cl)c(C#N)c(N)n2)o1
  TAG inh: -9; TAG inh DAPI viability: 14

Other entries follow:
Structure,TAG inh,TAG inh DAPI viability
Cc1ccc(S(=O)(=O)N(CC(=O)NCc2ccccc2)C(=O)N2CCN(C)CC2)cc1,3,-1
Cc1[nH]n(-c2ccccc2)c(=O)c1/C=N/N1CCOCC1,-13,7
CCOc1cc(-c2nn3cnnc3s2)cc(OCC)c1OCC,10,5
Cc1cc(C(=O)COC(=O)C2=COCCO2)c(C)n1-c1ccccc1,3,9
Cc1ccc2nc(N3CC(=O)Nc4ccccc43)nc(-c3ccccc3)c2c1,8,6
CCCn1c(SCC(=O)Nc2ccc(OC)cc2[N+](=O)[O-])n[nH]c1=O,1,-7
CCN(C(=O)COC(=O)c1ccc(OC)c(S(=O)(=O)N(C)Cc2ccccc2)c1)C1CCS(=O)(=O)C1 (stereo not given),-12,-3
O=C(N[C@@H](Cc1ccccc1)C(=O)N1CCN(S(=O)(=O)c2ccccc2F)CC1)c1ccco1,-2,0
CCCNC(=O)C1(C)CCN(Cc2cccc(OC(=O)c3ccccc3)c2)C1 (stereo not given),0,8
Cc1csc(SCC(=O)Nc2cc(C(N)=O)cc(C(N)=O)c2)n1,0,-3
Cc1ccc(/C=C/C(=O)NCc2ccc(S(N)(=O)=O)cc2)o1,7,-8
CCS(=O)(=O)CCSC1OC(COC(C)=O)C(OC(C)=O)C(OC(C)=O)C1OC(C)=O (stereo not given),-9,-2
CC(C)(C)OC(=O)C[C@@H]1C/C=C\C[C@@H](CC(=O)N[C@@H](CO)Cc2ccccc2)C(=O)NCCOC1=O,-8,1
CC(=O)Nc1c(O)c2cccc3c2n(c1=O)CCC3,-3,2
CC(C)Oc1ccc(C(=O)Nc2c3c(nn2-c2ccccc2)CS(=O)(=O)C3)cc1,3,-2
Cc1nc(N2CCC(C)CC2)c(C#N)c(C)c1[N+](=O)[O-],10,1
CC(C)C1C(=O)N(Cc2cn(Cc3ccco3)nn2)CCS(=O)(=O)N1Cc1ccc(-c2ccc(F)nc2)cc1 (stereo not given),12,-9
COc1ccc(NC(=O)COc2ccc(C)nc2[N+](=O)[O-])cc1S(N)(=O)=O,12,-4
CCOc1ccc(/C=N/n2c(SC)nnc(C(C)(C)C)c2=O)cc1,2,8
COCCn1nnnc1CN1CCC(NC(=O)c2ccc(Br)cc2)CC1,-23,22
CC(=O)C1=C(O)C(=O)N(CC(=O)O)C1c1ccccc1Cl (stereo not given),-9,7
COc1ccc(S(=O)(=O)N2CCOCC2)cc1NC(=O)COc1ccc(C)cc1,-4,0
CCN1CCN(C(=O)NC2CCCCC2)CC1,2,-2
CC(=O)NS(=O)(=O)c1ccc(NC(=O)c2ccc3c(c2)C(=O)N(CCC(C)C)C3=O)cc1,-13,17
O=C(CCc1nc2ccccc2s1)NC1CCOC1=O (stereo not given),8,-10
O=C(C1CCCO1)N1CCN(C(=O)C23CC4CC(CC(C4)C2)C3)CC1 (stereo not given),-2,3
COc1ccc(-c2nc(C)ncc2N=Nc2ccccc2)cc1,24,-8
Cc1c(Br)cc(C(=O)N2CCCC2)c(C)c1C,-21,21
CC(CC(c1ccccc1)N1CCc2ccccc2C1)=NO (stereo not given),-4,0
CCN(CCn1cccn1)C(=O)c1cccc(OC2CCN(S(C)(=O)=O)CC2)c1,-7,9
Cc1ccc(C(=O)Nc2ccc(N3CCN(C(=O)c4ccco4)CC3)cc2)cc1,28,-18
O=S(=O)(NC1CC1)c1ccc(Cl)cc1,-5,5
Cc1cc(NC(=O)CSc2nc3ccsc3c(=O)n2CCCC(=O)NCCc2ccccc2)no1,14,-16
CN(C(=O)c1cc2c(=O)n3ccccc3nc2s1)C1CCCCC1,6,32
O=C(Oc1ccc(-c2nnco2)cc1)N(c1ccccc1)c1ccccc1,5,-2
CC1CN(CC(=O)N2CCc3[nH]c4ccccc4c3C2)CC(C)O1 (stereo not given),-7,7
Cc1nc(-c2ccccc2)cc(=O)[nH]1,-11,11
CCOC(=O)N1CCN(C(=O)C2CCN(C(=O)c3ccccc3C)CC2)CC1,-15,-2
CC1CC(=O)Nc2ccccc2N1C(=O)COc1ccc2ccccc2c1 (stereo not given),36,-3
O=C(CNc1cccc(Br)c1)Nc1ccc(S(=O)(=O)N2CCCCC2)cc1,0,-3
C=CCSc1nc(N)c(NC(=O)c2ccco2)c(=O)[nH]1,4,3
Cc1cc(CSc2ccccc2)ccc1NC(=O)COc1ccccc1C,1,-5
Cc1ccc(C)c(S(=O)(=O)N(C)c2ccc(OC(=O)C3CCN(C(=O)c4ccc(F)cc4)CC3)cc2)c1,-28,0
O=[N+]([O-])c1ccc(S(=O)(=O)N2CCN=C2SCc2ccc(F)cc2)cc1,-10,3
O=C(NN=C1CCCC1)c1ccccc1OCCOc1ccccc1,-2,3
Cc1nnc(SCC(=O)Nc2ccccc2F)n(N)c1=O,11,8
Cc1cccc(OCCOC(=O)C2CCN(S(=O)(=O)c3ccc(C)c(C)c3)CC2)c1,12,0
CC(=O)Nc1c(C)nn(-c2ccc(C)c(C)c2)c1C,-12,24
CC(NC(=O)CN1CCN(S(=O)(=O)c2ccc(Br)cc2)CC1)c1ccccc1 (stereo not given),-4,5
